# Myeloid diff 2 – compounds promoting myeloid differentiation; ER-HoxA9 myeloid progenitors, lysozyme-GFP differentiation, flow cytometry; calls only at 10 µM; 360,000 tested, 1% active; AID 624256;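 active means normalized GFP-positive differentiation at or above the plate's own cutoff, the solvent-only control mean plus 3 SD; inconclusive means no clear call, values can overlap the other calls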;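 further: cells exposed to compound for four days before flow analysis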
# Myeloid diff 2 GFP+ MAC1+ % – also measured in Myeloid diff 2; calls as there; GFP+ MAC1+ double positive, %; measured here: differentiation confirmed by MAC1 staining
# Active calls of the source: *; i = inactive; ? = inconclusive; · = no result given; + = active, no number. This is a subset. The share of hits here may be higher or lower than overall.
Structure	Myeloid diff 2	Myeloid diff 2 GFP+ MAC1+ %
Cc1nc(-c2ccc(F)cc2)c(CC(=O)N2CCN(S(=O)(=O)c3cccc([N+](=O)[O-])c3)CC2)s1	+	2.2*
Nc1nc(N)nc(-c2ccc(Cl)c(Cl)c2)n1	i	1.2
Cc1cc(=O)[nH]c2ccc(Cc3ccccc3)cc12	i	0.3
COc1ccc(SC[C@H](C)CN2CC[C@H](NC(=O)OCc3ccccc3)CCC2=O)cc1	i	1.5
COC(=O)[C@]12CCCCC=C1N(CCC1=CCCCC1)C(=O)[C@H](CC(=O)N1CCSCC1)C2	i	0.5
O=C(C[C@@H]1C/C=C/CCCC(=O)O[C@H](c2ccccc2)CNC1=O)N[C@H](CO)Cc1ccccc1	i	4.0
COC(=O)c1ccccc1S(=O)(=O)N1CCC(C(=O)OCC(=O)NC2CCCCC2C)CC1 (stereo not given)	i	0.9
O=C(CCNS(=O)(=O)c1ccccc1C(F)(F)F)NCCCc1ccccc1	i	2.3
O=C(c1ccncc1)N1CCN(S(=O)(=O)c2ccccc2Br)CC1	i	0.7
COc1ccc(-c2cc(NC=O)c3ncc(-c4cccc(C(F)(F)F)c4)n3c2)cc1OC	i	0.8
OC[C@@H]1CN(Cc2ccco2)C[C@H](n2cnc3c(N4CCN(c5ccccc5)CC4)ncnc32)O1	i	0.8
CN(C(=O)COC(=O)Cc1c(F)cccc1Cl)c1c(N)n(Cc2ccccc2)c(=O)[nH]c1=O	i	0.5
O=C1CCCCCCCN1Cc1ccccc1	i	0.8
CC[C@@H]1Cc2[nH][nH]c(=O)c2[C@H](CC(C)C)O1	i	1.7
CCn1c(=O)n(C)c2c(=O)n(C)c(=O)n(C)c21	i	0.9
COc1cccc(Cn2cnc(-c3ccccc3OC)c2-c2cccnc2)c1	i	0.9
Cc1ccc(Sc2ccc(N)cc2C#N)cc1	i	0.9
Cc1cc(C)c(C(O)c2ncc(-c3ccccc3Cl)[nH]2)c(C)c1 (stereo not given)	i	1.2
O=S(=O)(c1ccccc1)N1CCc2ccccc21	i	0.0
CCOC(=O)c1[nH]c2c(OCC)nc(OCC)nc2c1Br	i	1.3
COc1cc2c(-c3ccc4c(c3)OCO4)c(-c3ccsc3)oc(=O)c2cc1OC	i	2.8
COc1cccc(C=NNc2nc3ccccc3s2)c1OC	i	0.4
CC(=O)c1ccc(S(=O)(=O)N2CCN(C(=O)c3ccc(-n4cncn4)c([N+](=O)[O-])c3)CC2)cc1	i	0.7
COc1ccc(NC(=O)c2ccc(OCC3CCCO3)cc2)cc1OC (stereo not given)	i	1.2
Cc1ccc(NC(=O)COC(=O)C2COc3ccccc3O2)cc1 (stereo not given)	i	0.5
OC(c1cccc(Cl)c1)c1nc(-c2cccc3cccnc23)cs1 (stereo not given)	i	0.7
O=C(COC(=O)c1ccc(S(=O)(=O)N2CCOCC2)cc1)Nc1ccccc1F	i	0.3
COCCNc1nc(NCc2cccc(OC)c2)c2sc(-c3ccccc3)cc2n1	+	3.2*
Clc1cccc(-c2nc3c4ccccc4ccn3c2Cc2ccsc2)c1	i	0.9
Cc1cc(N)ncc1[N+](=O)[O-]	i	1.1
Cn1c(SCC(=O)NC2CCCc3ccccc32)nnc1C1CC1 (stereo not given)	i	0.1
CN(c1ccccc1)S(=O)(=O)c1cccc(C(=O)NCC(c2cccs2)N2CCOCC2)c1 (stereo not given)	i	0.8
CC(C)(C)S(=O)(=O)c1ccccc1-c1noc(-c2ccccc2)c1C(N)=O	i	0.4
CCc1ccc(C(=O)C(C)OC(=O)Cn2[nH]c(=O)c3ccccc3c2=O)cc1 (stereo not given)	i	0.3
COc1ccccc1-c1cnc(C(O)c2cccc(C)c2C)[nH]1 (stereo not given)	i	0.3
COc1cccc(CNC(=O)[C@@H]2CCCN2)c1	i	0.6
COc1ccc(C(O)c2nc(-c3cccc(C(C)C)c3)cs2)cc1 (stereo not given)	i	1.7
COc1ccc(S(=O)(=O)N(C)C[C@H]2Oc3ccc(NC(=O)Nc4ccccc4)cc3C(=O)N([C@H](C)CO)C[C@@H]2C)cc1	i	1.4
COc1ccc(C=NNc2ccc(S(=O)(=O)Nc3ccccc3C(=O)O)cc2[N+](=O)[O-])c(OC)c1	i	0.3
CC(C)(C)OC(=O)NCc1ccc(CNC(=O)c2[nH]cnc2C(=O)NC2CCN(C(=O)OC(C)(C)C)CC2)cc1	i	1.6
CS(=O)(=O)N1CCCCC1c1cc(C(=O)NCc2ccc(Cl)c(Cl)c2)no1 (stereo not given)	i	0.7
O=C(O)C1=C2C(=O)Nc3cccc(c32)C2(C1)C(=O)Nc1ccccc12 (stereo not given)	i	1.4
CC(C)(C)c1ccc(CC(=O)N2CCC2(C)C(=O)NS(=O)(=O)c2ccc(C#N)cc2)cc1 (stereo not given)	i	0.9
CCOc1cc(N2CCOCC2)c(OCC)cc1NC(=O)CN1C(=O)NC2(CCCCC2C)C1=O (stereo not given)	i	0.8
COc1ccc(OC)c(C(=O)Nc2ccc3[nH]ccc3c2)c1	i	0.8
Cc1cccc(NC(=O)[C@@H]2CCCN2C2=NS(=O)(=O)c3ccccc32)c1C	i	0.6
COc1cc(C#Cc2c(-c3cncn3C)n(C)c3ccc(-c4ccc(CN5CCOCC5)cc4)cc23)cc(OC)c1	i	0.7
Cc1cccc(C(=O)NCC(=O)OCC(=O)N(C)CC(=O)Nc2ccccc2Cl)c1	i	0.5
Cc1ccccc1S(=O)(=O)NC(=O)C1(C)CCN1C(=O)C1(c2ccc(Cl)cc2)CC1 (stereo not given)	i	0.6
CCN1C(=O)c2cccc3c(S(=O)(=O)NCc4ccccc4)ccc1c23	i	0.3
CC1(C(=O)NS(=O)(=O)c2cccc(F)c2)CCN1C(=O)c1cccc(F)c1 (stereo not given)	i	0.2
c1ccc(COc2ncnc3c2ncn3CCCN2CCN(Cc3cccc4ccccc34)CC2)cc1	i	0.6
CN(C(=O)COC(=O)Cn1cnc2ccccc21)C1CCCCC1	i	1.0
COC(=O)C[C@H]1c2cc(C(F)(F)F)ccc2S(=O)(=O)N1C1CCCC1	i	1.5
CCNC(=O)C1(C)CCCN(C(=O)c2cc3ccccc3s2)C1 (stereo not given)	i	1.5
O=C(Nc1nncs1)C1CCCC1	i	1.1
N#Cc1ccc(OCC(=O)NNC(=S)NC(=O)C2CC2)cc1	i	1.0
O=C(COC(=O)c1ccc([N+](=O)[O-])o1)Nc1ccc2c(c1)OC(F)(F)O2	i	2.4
COc1ccc(Cc2c(-c3ccc(Cl)cc3)nc3c(C)cc(Br)cn23)c(C)c1	i	0.4
CN(C)c1ccc(C(=O)N2CCN(C(=O)C3CCCO3)CC2)cc1 (stereo not given)	i	1.0

# A different layout for some results above:
# Results follow in this order: Myeloid diff 2, Myeloid diff 2 GFP+ MAC1+ %
CCOc1cc(N2CCOCC2)c(OCC)cc1NC(=O)CN1C(=O)NC2(CCCCC2C)C1=O (stereo not given)
 : i, 0.8
COc1ccc(Cc2c(-c3ccc(Cl)cc3)nc3c(C)cc(Br)cn23)c(C)c1
 : i, 0.4

# Part of the list above in another layout.
# Screens in order – Myeloid diff 2	Myeloid diff 2 GFP+ MAC1+ %
COc1ccc(C(O)c2nc(-c3cccc(C(C)C)c3)cs2)cc1 (stereo not given)
 : i	1.7
CC(C)(C)S(=O)(=O)c1ccccc1-c1noc(-c2ccccc2)c1C(N)=O
 : i	0.4
O=C(COC(=O)c1ccc([N+](=O)[O-])o1)Nc1ccc2c(c1)OC(F)(F)O2
 : i	2.4

# Structures shown so far containing bromine (3):
Structure	Myeloid diff 2	Myeloid diff 2 GFP+ MAC1+ %
O=C(c1ccncc1)N1CCN(S(=O)(=O)c2ccccc2Br)CC1	i	0.7
CCOC(=O)c1[nH]c2c(OCC)nc(OCC)nc2c1Br	i	1.3
COc1ccc(Cc2c(-c3ccc(Cl)cc3)nc3c(C)cc(Br)cn23)c(C)c1	i	0.4

# (further entries)
Structure	Myeloid diff 2	Myeloid diff 2 GFP+ MAC1+ %
Nc1ccn(CC(=O)NCc2ccccn2)c(=O)n1	i	0.7
COc1cc(-c2nnc(SCC(=O)Nc3ccc(C(=O)O)cc3)o2)cc(OC)c1OC	i	0.8
O=C1NC(=O)c2c(Br)c(Br)c(Br)c(Br)c21	i	0.9
O=C(Nc1ccccc1)c1nc[nH]c1C(=O)NCc1ccccc1	i	0.8
O=C1NC(Cc2ccccc2)c2nc3ccc(Cl)cc3c(=O)n2-c2cc3ccccc3cc21 (stereo not given)	i	0.6
O[C@H]1C[C@H](c2ccc(Cl)cc2)N(Cc2cccs2)C[C@@H]1n1cc(C2CC2)nn1	+	3.6*
Cc1cccc(-c2ccc3c(c2)C2CC3CCN2Cc2ccc3c(c2)OCO3)c1 (stereo not given)	i	0.3
Cc1ccccc1-c1cc2nc(NCCCN(C)C)n(C)c(=O)c2s1	i	2.2
O=C1/C(=C\c2ccccc2)CN(C(=O)CCN2CCCCC2)C/C1=C/c1ccccc1	?	·
CSc1ccccc1C(=O)Nc1ccc(S(=O)(=O)NC2=NCCCCC2)cc1	i	0.2
Cc1cccc(OCC(=O)NCC(C)(C)N2CCOCC2)c1	i	0.2
COc1ccc(CN(C)CC(=O)NCC(=O)Nc2c(C)cccc2C)cc1	i	0.8
CCOC(=O)[C@H]1[C@H]2COc3ccccc3[C@@H]2N2C(=O)CNC(=O)[C@@]12C	+	6.1*
CC(=O)Nc1ccc(SCC(=O)Nc2ccccc2N2CCOCC2)cc1	i	1.8
COc1ccccc1C1NC(=O)NC(C)=C1C(=O)OCC1CCCCC1 (stereo not given)	i	1.1
COCCCNC(=O)CC1C[C@H](C(=O)N2CCCCC2)[C@@]2(CCc3ccccc3)c3[nH]c4ccccc4c3CCN2C1=O (stereo not given in full)	i	0.4
CCc1noc(C)c1C(=O)N(CC(C)C)c1c(N)n(Cc2ccccc2)c(=O)[nH]c1=O	i	1.0
CC(C)(C)N1C(=O)c2ccccc2NC(=O)C1C(=O)NCc1ccco1 (stereo not given)	i	1.7
CCOC(=O)c1ccc(S(=O)(=O)NNC(=O)Cc2csc(C)n2)cc1	i	0.6
O=C1Nc2ccccc2N(C(=O)c2ccc3ccccc3c2)C1c1nc2ccccc2[nH]1 (stereo not given)	i	0.8
O=C(COc1ccccc1Cc1ccccc1)Nc1cccnc1	i	0.8
Cc1cc(C)n2c(Nc3ccc4c(c3)OCCO4)c(CC(C)C)nc2n1	i	0.5
CCOc1ccccc1OCCCC(=O)ON=C(N)c1ccccc1	i	1.2
N=c1ccn(O)cc1CCc1ccccc1	i	0.9
O=c1c2cc([N+](=O)[O-])ccc2sn1-c1ccccc1	i	1.4
COc1cc(OC)cc(-c2c(C#Cc3ccsc3)c3cc(-c4ccc(C(N)=O)cc4)ccc3n2C)c1	i	0.0
CC(C)CC1C(=O)N(Cc2cn(CCC3OCCCO3)nn2)CCS(=O)(=O)N1Cc1ccc(-c2ccc(F)cc2)cc1 (stereo not given)	i	2.9
NC(=O)C1CCN(CCCNC2CC(=O)N(Cc3ccc(N4CCCC4=O)cc3)C2=O)CC1 (stereo not given)	i	1.4
Fc1ccc(CNc2ccn3nc(-c4ccccc4)cc3n2)cc1	i	0.4
COc1ccc(-c2ccc3c(c2)c(C#Cc2ccsc2)c(-c2cc(OC)cc(OC)c2)n3C)cc1	i	1.7
Cc1ccc(NS(=O)(=O)c2ccccc2)c(NS(=O)(=O)c2ccccc2)c1	i	1.3
COc1cccc(NC(=O)COC(=O)C2=NN(c3ccccc3)C(=O)CC2)c1	i	0.9
COCC#Cc1ccc2c(c1)O[C@@H](CN(C)S(=O)(=O)c1cccc(F)c1)[C@@H](C)CN([C@H](C)CO)S2(=O)=O	i	0.6
COc1cccc(Nc2nc(CN)cs2)n1	i	0.8
CNc1ccc(N=Nc2cccc3ncccc23)cc1	i	1.1
COc1ccc(CC(=O)OC(C)C(=O)NC2CCCCC2C)cc1 (stereo not given)	i	0.8
CCC(C)N(C(=O)COC(=O)CN=C1NS(=O)(=O)c2ccccc21)C1CCS(=O)(=O)C1 (stereo not given)	i	1.5
COc1ccc(CN2C[C@@H](CO)O[C@@H](n3cnc4c(NCc5ccc(F)cc5)ncnc43)C2)cc1	i	1.5
CCCC(O)(c1ccccc1)C(c1ccccc1)c1ccccn1 (stereo not given)	i	0.6
O=C(Nc1ccccc1)Oc1cccc2cccnc12	i	1.2
O=C(NCCCN1CCOCC1)c1[nH]c(C(F)(F)F)nc1-c1ccccc1	i	1.5
CC1(NC(=O)CC(c2ccccc2)(c2ccccc2)c2ccccc2)CCN(CCCc2ccccc2)C1=O (stereo not given)	i	1.3
COc1ccc(NC(=O)CN2C(=O)NC(C)(c3ccc4c(c3)OCCO4)C2=O)cc1S(N)(=O)=O (stereo not given)	i	1.0
CCC1(CC)Cc2ccccc2-c2[nH]c(=S)[nH]c(=O)c21	i	0.3
CC(C)C1C(=O)N(Cc2cn(CCC3OCCO3)nn2)CCS(=O)(=O)N1Cc1ccc(-c2ccc(F)nc2)cc1 (stereo not given)	i	1.8
CCCCC[C@@H]1C=C(C(=O)OCC)[C@H](c2ccccc2)N1S(=O)(=O)c1ccc(C)cc1	i	0.5
CCOc1ccc2nc(SCC(=O)NCC3CCCO3)sc2c1 (stereo not given)	i	1.0
CC1CCN(C(=O)CCn2c(=O)oc3ccc(Cl)cc32)CC1	i	0.7
COc1ccc(Cl)cc1-c1cc(C(=O)Nc2ccc(C)c(NS(C)(=O)=O)c2)[nH]n1	i	2.3
Cc1ccc(C)c(N2CCN(C(=O)CCc3nc(-c4cccc(C(F)(F)F)c4)no3)CC2)c1	i	0.9

# Quoted from the listing.
# CCCC(O)(c1ccccc1)C(c1ccccc1)c1ccccn1 (stereo not given) | Myeloid diff 2 GFP+ MAC1+ % = 0.6
# CC1CCN(C(=O)CCn2c(=O)oc3ccc(Cl)cc32)CC1 | Myeloid diff 2 GFP+ MAC1+ % = 0.7

# Source: PubChem (NMMLSC)
